# Screening data: PubChem, several laboratories
# b-catenin transl: beta-catenin nuclear translocation modulation; AID 1665; 190,000 compounds, 0.3% hits; HeLa beta-catenin nuclear translocation, immunofluorescence imaging; nuclear translocation activity, % at 5 µM;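 active = nuclear translocation activity above 50% at 5 µM, with a well cell count of 50 or more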;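 note: per-cell ratio of nuclear to cytoplasmic median beta-catenin stain intensity; plate controls were DMSO negative control for no effect and GSK-3 inhibitor IX positive control for full effect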
#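 System: HeLa cells, endogenous beta-catenin; compound dosing: 5 µM primary single dose, 0.1% DMSO, 0.02–20 µM confirmation series; incubation: 24 h compound exposure at 37°C, 5% CO2; signal: beta-catenin immunofluorescence imaging with DAPI; evaluation: % activation, nuclear-to-cytoplasmic median beta-catenin signal ratio per cell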
# PMI inhibition: MPI inhibition at elevated mannose 6-phosphate – biochemical, fluorescence intensity, high mannose 6-phosphate, primary screen (AID 1220); 190,000 compounds, 0.66% hits; recombinant PMI enzyme, coupled fluorescence intensity; higher % means a stronger effect; inhibition, % at 20 µM; hits with a dose series show IC50 in µM
# MT stabilizer: stabilizes microtubules in HeLa cells; HeLa tubulin immunostaining HCS, 24 h; share of cells brighter than vehicle mean+2SD; AID 2205; % tubulin-high responders, % at 10 µM; 200,000 compounds, 0.83% hits;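 active = plate Z-score above 3 for both tubulin-high and condensed-nucleus cell shares, with cell loss under 80%, at 10 µM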;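 note: anti alpha tubulin signal scored within the nucleus-defined area of each cell; some results filed as inactive read as strong as hits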
# Ins promoter up: MIN6 insulin promoter up-regulation | MIN6 insulin promoter-GFP reporter, high-content imaging; hits give high values | z-score at 5 µM | 190,000 compounds, 0.3% hits | AID 1625;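 active = z-score above 3 at 5 µM with at least 500 cells counted in the well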
# Hep lipid drop: hepatic lipid droplet formation modulation; AML12 mouse hepatocytes, oleate lipid droplets, BODIPY imaging; inhibition, % at 6.5 µM; 240,000 compounds, 0.4% hits;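 active = lipid droplet intensity inhibited by at least 50%, with more than 500 cells counted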
#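 Material – mouse AML12 hepatocyte cell line, fixed after treatment · Compound dosing – one dose, 6.5 µM compound · Times – compound with oleate, overnight · Measured by – Image-based BODIPY and DAPI two-channel analysis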
# PMI inhibitors: inhibitors of human PMI, primary screen, biochemical, fluorescence intensity, coupled assay (AID 1209) | 190,000 compounds, 0.42% hits | inhibition, % at 20 µM, or IC50 in µM where a hit was titrated | purified PMI enzyme, coupled fluorescence intensity; higher % means a stronger effect;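 note: plate controls were DMSO vehicle for no effect and wells lacking substrate for full effect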
# TNAP activation fold: stimulation of alkaline phosphatase TNAP activity – biochemical, luminescent, no phosphate acceptor, uHTS, primary screen (AID 1001); purified TNAP, luminescent activation assay, no phosphate acceptor; higher activation fold means a stronger effect; activation fold at 20 µM; hits with a dose series show EC50 in µM; 200,000 compounds, 0.03% hits; in the data active = activation fold from about 3, or a potency from the dose series; inactive = the rest, 99 in 100 with activation fold below about 1.6; note: many of its hits are not listed in these tables
# T cell modulator: T cell immune modulators affecting CD8 T cell-vesicle binding; calls only at 7 µM; 330,000 compounds, 0.068% hits; AID 2052; 2C CD8+ T cell-vesicle binding, flow cytometry; hits give low values;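 active = response, share of CD8 T cells binding vesicles, and their 90th percentile fluorescence all below set limits, cut at about 80% in these data, passing the limit was not always enough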
#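 material = purified 2C TCR transgenic mouse naive CD8+ T cells | controls = Unloaded micro-vesicles (low), QL9 vesicles with 0.7% DMSO (high) | detection = cytometric PE anti-B7-1 and Alexa647 anti-CD8 signals after 1% paraformaldehyde fixation | incubation = binding step 1.5 h, 37 °C, antibody labelling 20 min, ice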
# Autophagy HCS: autophagy modulation, high-content screen. MEF GFP-LC3 puncta imaging; test concentration mostly 10 µM. calls only at 10 µM (by protocol). 190,000 compounds, 0.98% hits. AID 463193;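 active = percentage of spot-positive cells more than 3 SD above its plate mean, without a fluorescence outlier flag or 80% toxicity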;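 note: spot-positive cell cutoff set from DMSO-treated cells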
# Ins promoter up cell count: second read-out of Ins promoter up, no call of its own (marks repeat the call); cell count; measured here: cytotoxicity, nuclei count;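 total cells summed across four imaged fields per well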
# Hep lipid drop cells 6.5 µM: second read-out of Hep lipid drop, no call of its own (marks repeat the call); cell count; measured here: cell count, cytotoxicity flag;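 cells counted across two imaged fields per well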
# b-catenin transl cell count 5 µM: also measured in b-catenin transl; calls as there; cell count; measured here: cell count, cytotoxicity flag
# T cell modulator vesicle-bound %: also measured in T cell modulator; calls as there; double positive events, %; measured here: CD8+ vesicle-bound cell fraction;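 binding gate set so that unloaded-vesicle control wells show 10% double positive cells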
# MT stabilizer Hoechst-high %: further read-out of MT stabilizer, marked with its call; % Hoechst-high responders; measured here: nuclear condensation Hoechst responders;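 share of cells brighter than vehicle mean plus two SD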
# MT stabilizer cytotoxicity %: also measured in MT stabilizer; calls as there; toxicity, %; measured here: cytotoxicity by cell density;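 0% = mean cell density of plate MIN control wells and 100% = no cells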
# Autophagy HCS cell loss 18 h: also measured in Autophagy HCS; calls as there; toxicity, %; measured here: cell loss, nuclei count;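 cell loss after 18 h compound exposure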
# * hit, by the source's call; i = inactive; / = no result given; & = joins results of further samples. Cut-off read from the data, not from the text of the source, unless noted: active = inhibition above about 50%; inactive = the rest.
SMILES,b-catenin transl,b-catenin transl cell count 5 µM,PMI inhibition,MT stabilizer,MT stabilizer Hoechst-high %,MT stabilizer cytotoxicity %,Ins promoter up,Ins promoter up cell count,Hep lipid drop,Hep lipid drop cells 6.5 µM,PMI inhibitors,TNAP activation fold,T cell modulator,T cell modulator vesicle-bound %,Autophagy HCS,Autophagy HCS cell loss 18 h
CN(C)C(=O)CSc1nnc(NC(=O)CCc2ccccc2)s1,-1.2,1335,/,/,/,/,0.64,1022,-16,768,/,/,i,12,/,/
CCCSc1sc(C(=O)OC)c(-c2cccs2)c1C#N,0.2,1284,/,/,/,/,0.93,1105,10,779,/,/,i,34,/,/
Cc1cccc(NC(=O)N(C)Cc2cccs2)c1,/,/,4%,1.4,1.2,7.7,/,/,4,787,0%,1,i,28,i,16
Cc1ccc(N2CN=C3SCC(=O)N3C2)cc1C,-5.9,1158,15%,3.6,1.5,7.2,0.38,1520,0,548,13%,1,i,53,i,10
O=C(CSc1nnc(-c2ccco2)n1Cc1ccccc1)c1ccccc1,-5.7,888,-14%,2.3,2.3,4.5,-0.33,1116,/,/,-15%,1.1,i,31,/,/
CCOC(=O)c1sc(NC(=S)NC(=O)c2ccco2)nc1C,0.5,1099,1%,2.5,2.7,5.7,-0.45,1448,-6,671,7%,0.9,i,22,i,12
COCCCNCCOCCSc1ccc(Cl)cc1,/,/,-15%,2.9,2.2,4.7,-0.45,1176,0,649,-10%,1.1,i,52,i,-1
CC(C)(C)NC(=O)C(c1cccnc1)N(C(=O)c1csnn1)c1ccccc1 (stereo not given),-1.2,1027,2%,1.9,1.4,4.6,-0.07,1404,3,776,0%,1.1,i,57,i,-12
COC(=O)c1ccc(NC(=O)CSc2nnc(CNc3ccc(F)cc3)n2C)cc1,-3.3,1206,-1%,2.2,2.4,11,0.33,1074,-2,778,6%,1.1,i,12,i,1
CCNC(=O)NC(=O)CSc1ccc2ccccc2c1,-4.4,1076,5%,4.1,4.9,8.9,0.12,1333,-5,711,5%,1,i,50,i,-1
O=C(NNC(=O)c1ccncc1)Nc1ccc([N+](=O)[O-])cc1,-7.4,1091,4%,2.2,1.8,6.5,/,/,-6,672,-3%,1,i,53,i,-6
COc1ccc(-n2c(Cc3cccn3C)nnc2SCC(=O)Nc2ccc(Cl)cc2)cc1,2.3,1060,4%,2.0,3.2,6.5,-0.82,1370,-1,597,8%,1.1,i,63,/,/
CCOc1ccc(C(C)C)cc1S(=O)(=O)Nc1ccc(Cl)cn1,/,/,-10%,2.9,2.9,10,1.6,1296,1,778,-5%,0.9,i,47,i,-2
O=C(Nc1ccc(S(=O)(=O)N2CCCC2)cc1)c1ccc(OCC2CCCO2)cc1 (stereo not given),-5.9,1137,23%,3.0,1.8,9.7,0.39,1135,2,687,9%,1.1,i,27,i,11
C/C(=N\Nc1cc(N2CCOCC2)nc(C)n1)c1cccc([N+](=O)[O-])c1,-2.8,1104,-10%,2.7,2.0,7.6,-3.2,1012,10,662,-11%,1,i,43,i,17
CCn1c(S(=O)(=O)O)nc2ccccc21,1.0,1205,/,/,/,/,0.34,1313,10,696,/,/,i,61,/,/
c1cncc(CNc2ncn[nH]2)c1,0.0,1387,/,/,/,/,-0.44,1044,20,666,/,/,i,32,/,/
COc1ccc(-c2[nH]ncc2/C=N\NC(=O)c2ccc(C(C)(C)C)cc2)cc1OC,-0.4,856,19%,2.9,3.2,4.1,0.54,1222,21,711,19%,1.4,i,42,i,8
Cc1cccc(C(=O)Nc2sc(C(=O)N3CCCC3)c(C)c2C#N)c1,-4.3,1245,-4%,1.6,0.8,8.8,-0.45,953,0,811,-3%,1.1,i,48,i,31
CCOC(=O)C1CCCN(C(=O)Cc2c(C(=O)O)[nH]c3ccccc23)C1 (stereo not given),1.4,1396,-4%,5.4,4.2,5.9,0.53,1580,/,/,-5%,1.1,i,26,i,-6

# Two records drawn at random from those above, as already listed:
SMILES,b-catenin transl,b-catenin transl cell count 5 µM,PMI inhibition,MT stabilizer,MT stabilizer Hoechst-high %,MT stabilizer cytotoxicity %,Ins promoter up,Ins promoter up cell count,Hep lipid drop,Hep lipid drop cells 6.5 µM,PMI inhibitors,TNAP activation fold,T cell modulator,T cell modulator vesicle-bound %,Autophagy HCS,Autophagy HCS cell loss 18 h
CCNC(=O)NC(=O)CSc1ccc2ccccc2c1,-4.4,1076,5%,4.1,4.9,8.9,0.12,1333,-5,711,5%,1,i,50,i,-1
CCCSc1sc(C(=O)OC)c(-c2cccs2)c1C#N,0.2,1284,/,/,/,/,0.93,1105,10,779,/,/,i,34,/,/

# (next part)
SMILES,b-catenin transl,b-catenin transl cell count 5 µM,PMI inhibition,MT stabilizer,MT stabilizer Hoechst-high %,MT stabilizer cytotoxicity %,Ins promoter up,Ins promoter up cell count,Hep lipid drop,Hep lipid drop cells 6.5 µM,PMI inhibitors,TNAP activation fold,T cell modulator,T cell modulator vesicle-bound %,Autophagy HCS,Autophagy HCS cell loss 18 h
Cc1nc2ccccc2c(=O)n1NC(=O)COc1ccccc1,4.4,1049,-1%,2.1,2.2,7.1,1.2,1186,-4,753,1%,1.1,i,20,i,-55
CCCCC(=O)Nc1nc(C)c(-c2csc(Nc3ccccc3OC)n2)s1,7.7,922,16%,33,17,31,-1.8,1261,/,/,12%,1,i,40,i,-28
CS(=O)(=O)N1CCCC(C(=O)NCc2ccc(F)cc2Cl)C1 (stereo not given),1.8,1175,1%,2.4,0.9,4.7,-0.42,1322,-5,824,7%,1.1,i,7,i,-2
Cc1ccc(NC(=O)Nc2ccc3c(c2)N(C)C(=O)CS3)cc1C,/,/,10%,7.6,2.0,1.9,1.8,876,/,/,10%,1.2,i,58,i,4
COc1cc(Cl)c(S(=O)(=O)NCCCN2CCOCC2)cc1Cl,-1.5,1238,-1%,1.1,1.6,5.6,0.03,927,0,695,-2%,1.1,i,56,i,2
CCOC(=O)c1c(C)[nH]c(C(=O)OCC(=O)N2c3ccccc3CC2C)c1C (stereo not given),-4.2,1163,16%,2.0,1.6,7.6,0.11,1142,/,/,20%,1.1,i,51,i,-1
CC(C)COc1ccc(C(=O)NCc2ccco2)cc1,1.1,1068,11%,2.8,2.1,5.3,-0.04,1255,1,755,13%,1.1,i,43,i,0
CCOC(=O)c1c(C)nc(C)c(C(=O)OCC)c1-c1ccc(OC)cc1,-1.1&0.2,1171&1097,2%,1.3,0.8,2.7,-0.15&-0.42,1380&1686,2&3,731&641,6%,1.1,i,29,i,1
O=C1CCC(=O)N1CN(C(=O)c1ccco1)c1ccccc1,1.1,1163,-6%,1.5,1.7,5.1,0.39,1245,/,/,-6%,1,i,41,i,-4
O=C(c1cccc(S(=O)(=O)N2CCCCC2)c1)N1CCc2ccccc21,-2.7,574,-10%,2.0,2.0,7.9,0.9,1475,12,735,-3%,1,i,42,i,-21
O=C(O)Cn1cc(C(=O)C2CC2)c2ccccc21,/,/,1%,3.9,2.6,27,/,/,-2,704,1%,1.1,i,45,i,1
C#CCNC(=O)C1=C[C@H](c2ccc(Br)cc2)[C@@H](CCCO)[C@H](OCC)O1,-1.3,1096,10%,1.1,0.7,0.2,0.26,1487,-1,682,12%,1,i,27,i,22
CC1(C)Oc2ccc(C(=O)NC3CC3)cc2N(CC(=O)N2CCOCC2)C1=O,-5.4,1221,2%,1.4,3.0,11,-0.35,1218,/,/,5%,1.1,i,15,i,3
O=C(Cc1c(F)cccc1Cl)Nc1ccon1,-0.2,1149,0%,2.2,1.1,2.1,-0.08,1300,20,727,7%,1.1,i,58,i,-8
COCCNC(=O)C1Cc2c(ccc3ccccc23)O1 (stereo not given),-0.8,1461,-1%,1.2,1.5,1.4,-0.18,1324,-9,738,-11%,1.1,i,9,i,5
COCCn1c(SCC(=O)NCCc2ccc(OC)c(OC)c2)nc2c([nH]c3ccccc32)c1=O,-0.7,1120,-14%,2.3,2.6,9.6,0.52,1205,-6,724,-9%,1,i,59,i,8

# Looked up above.
# Under MT stabilizer cytotoxicity %, C#CCNC(=O)C1=C[C@H](c2ccc(Br)cc2)[C@@H](CCCO)[C@H](OCC)O1 is entered as 0.2
# Under Autophagy HCS cell loss 18 h, CC(C)COc1ccc(C(=O)NCc2ccco2)cc1 is entered as 0
# Under Ins promoter up, COc1cc(Cl)c(S(=O)(=O)NCCCN2CCOCC2)cc1Cl is entered as 0.03
# Under MT stabilizer Hoechst-high %, COCCNC(=O)C1Cc2c(ccc3ccccc23)O1 (stereo not given) is entered as 1.5
# Under MT stabilizer Hoechst-high %, O=C(Cc1c(F)cccc1Cl)Nc1ccon1 is entered as 1.1
